Thrombin inh: human alpha-thrombin inhibitors, primary screen, counter-screen for coagulation protease inhibitor project, biochemical, 1536-well, fluorogenic AMC substrate; Prothrombin (Homo sapiens), P00734; Boc-VPR-AMC fluorogenic substrate cleavage; inhibition, % at 5 µM; 220,000 compounds, 0.26% hits;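 active means inhibition at or above 40%; inactive means inhibition below 40%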;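 further: 0% = enzyme with no compound and 100% = wells without enzyme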
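Material: human alpha-thrombin protein. Incubation: reaction at ambient temperature. Technique: fluorescence of released AMC, ex 355 nm, em 460 nm. Control set: no-compound enzyme wells and no-enzyme blanks. Also added: Boc-VPR-AMC substrate, 15 µM final. Buffer or medium: pH 7.5 Tris (50 mM) with NaCl 150 mM, Tween 20 0.05%.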
Cl transport mod: KCC2 cotransporter modulators, thallium flux, primary screen, cell-based, HEK293 KCC2, FluoZin-2 fluorescence, MLSMR | KCC2 cells, thallium flux FluoZin-2 fluorescence | Solute carrier family 12 member 5 (Homo sapiens), Q9H2X9 | B-score of Tl+ flux slope (higher = more flux/activation; lower = inhibition) at 10 µM | 190,000 compounds, 2.2% hits | AID 1456, 2008;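 active means thallium flux slope and its plate-corrected score both differing from the plate sample mean at a set confidence after two filtering rounds, in either direction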;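 further: slope of fluorescence scaled to starting intensity during 10 to 20 s after thallium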
Hck-Nef inh: inhibitors of Nef-activated human Hck kinase, primary screen, biochemical, Z-Lyte FRET, 384-well, Hck-YEEI | inhibition, % at 20 µM | 220,000 compounds, 0.68% hits | Recombinant Hck-YEEI plus Nef, Z-Lyte FRET kinase assay;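 active means Hck-Nef kinase inhibition above about 50%, limit read from the data; inactive means inhibition below that limit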;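 further: 0% = DMSO with Hck plus Nef and 100% = Hck alone without Nef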
Rad51 HR inh: human RAD51 strand exchange inhibitors, primary screen, biochemical, fluorescence; DNA repair protein RAD51 homolog 1 (Homo sapiens), Q06609; hRad51 DNA strand exchange, fluorescence dequenching; inhibition, % at 10 µM; 200,000 compounds, 0.085% hits;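 active means inhibition above 40% at the single screening dose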;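 further: 0% = DMSO control wells and 100% = blanks with heterologous ssDNA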
Target sequence (Q06609 whole entry, looked up): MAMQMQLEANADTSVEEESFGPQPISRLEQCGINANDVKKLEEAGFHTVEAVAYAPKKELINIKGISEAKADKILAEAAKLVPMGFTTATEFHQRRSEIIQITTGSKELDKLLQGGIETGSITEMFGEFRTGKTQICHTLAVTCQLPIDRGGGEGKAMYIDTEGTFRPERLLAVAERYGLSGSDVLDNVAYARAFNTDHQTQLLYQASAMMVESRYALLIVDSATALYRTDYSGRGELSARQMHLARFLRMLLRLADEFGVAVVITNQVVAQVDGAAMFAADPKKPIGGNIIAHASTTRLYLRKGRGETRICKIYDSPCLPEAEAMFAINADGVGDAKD
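material = hRad51 filaments on single-stranded DNA | reagent = Donor/quencher-labelled 47-bp dsDNA substrate | compound = 10 µM final, single point | schedule = strand-exchange reaction 15 min at room temperature | measured by = fluorescein emission 520 nm, excitation 485 nm | read-out basis = % inhibition versus plate control and blank means | benchmarks = plate controls and plate blanks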
TNF necrop inh: inhibitors of TNF-alpha triggered necroptosis, primary screen, cell-based, Jurkat FADD-/-, single concentration | Jurkat FADD-/- TNF necroptosis rescue, ATP luminescence, 24 h; 0 = TNF only, 100 = no-TNF cells | activation (protection from cell death), % at 10 µM | 220,000 compounds, 0.068% hits | AID 463075, 2010;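 active means activation, meaning protection from cell death, of at least 50% relative to plate controls; inactive means activation below 50%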;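 further: necroptosis triggered by 40 ng/mL TNF-alpha added together with compound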
zVAD death inh: inhibitors of zVAD-triggered necroptosis, primary screen, L929 cells. L929 zVAD necroptosis rescue, ATP luminescence, 24 h; with zVAD 60 µM. viability rescue, % at 10 µM. 220,000 compounds, 0.38% hits. AID 1377, 2008;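 active means activation, scaled between plate controls, above about 75%, limit read from the data; inactive means activation under that limit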;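 further: 0% = zVAD with DMSO and 100% = DMSO alone without zVAD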
KLK5 inh: human KLK5 protease inhibitors, primary screen, biochemical, 1536-well. Kallikrein-5 (Homo sapiens), Q9Y337. recombinant hK5, fluorogenic AMC substrate cleavage. inhibition, % at 5 µM. 210,000 compounds, 0.59% hits. AID 873, 2007;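 active means inhibition of 40% or more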;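 further: 0% = enzyme controls without compound and 100% = no-enzyme blanks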
Target sequence (Q9Y337 67-293 limits assumed): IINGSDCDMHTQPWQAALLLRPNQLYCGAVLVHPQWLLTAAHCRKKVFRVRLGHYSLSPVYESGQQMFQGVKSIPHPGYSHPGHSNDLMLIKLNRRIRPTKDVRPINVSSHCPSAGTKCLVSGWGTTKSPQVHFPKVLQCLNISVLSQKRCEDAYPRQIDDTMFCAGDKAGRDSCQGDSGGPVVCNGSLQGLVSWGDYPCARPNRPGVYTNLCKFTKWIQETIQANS
FXIIa inh 1536: human FXIIa protease inhibitors, primary screen, biochemical, 1536-well. purified FXIIa, Boc-QGR-AMC fluorogenic substrate, 2 h. inhibition, % at 5 µM. 220,000 compounds, 0.3% hits. AID 800, 2007; in the data active means inhibition above about 40%;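 further: 0% = enzyme with no compound and 100% = blank without enzyme; many of its hits are not listed in these tables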
FXIa inh: human FXIa protease inhibitors, primary screen, biochemical, 1536-well | 220,000 compounds, 0.14% hits | purified FXIa, Boc-Glu-Ala-Arg-AMC fluorogenic substrate | inhibition, % at 5 µM | AID 798, 2007 | Coagulation factor XI (Homo sapiens), P03951;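 active means inhibition of at least 40%; inactive means inhibition below 40%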;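 further: fluorescence of freed AMC excited at 355 nm; 0% = enzyme without compound and 100% = no enzyme blank; many of its hits are not listed in these tables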
Numbers without * were called inactive; . = not tested or not shown. This is a subset; count on the stated rates, not on these rows.

Start of the data: the first three compounds, ahead of the listing:
SMILES	Thrombin inh	Cl transport mod	Hck-Nef inh	Rad51 HR inh	TNF necrop inh	zVAD death inh	KLK5 inh	FXIIa inh 1536	FXIa inh
CCN1C(=O)/C(=C2\C=Cc3cc(C)ccc3N2CC)OC1=S	2	-0.93	9	-12	-1.1	-0.5	-6	19	8
Cc1ccccc1Nc1ncnc(N)n1	-4	0.28	26	-15	-1.1	1.2	0	4	3
Cc1csc2c(N3CCC(C(=O)O)CC3)ncnc12	2	-1.3	6	20	1.3	1.1	6	9	12

This part in full, repeating the preview:
SMILES	Thrombin inh	Cl transport mod	Hck-Nef inh	Rad51 HR inh	TNF necrop inh	zVAD death inh	KLK5 inh	FXIIa inh 1536	FXIa inh
CCN1C(=O)/C(=C2\C=Cc3cc(C)ccc3N2CC)OC1=S	2	-0.93	9	-12	-1.1	-0.5	-6	19	8
Cc1ccccc1Nc1ncnc(N)n1	-4	0.28	26	-15	-1.1	1.2	0	4	3
Cc1csc2c(N3CCC(C(=O)O)CC3)ncnc12	2	-1.3	6	20	1.3	1.1	6	9	12
C/C(=N\NC(=S)NC1CCCCC1)c1ccc(C)o1	10	14*	-22	-4	-0.1	0.4	20	14	7
CC(C)N1CCN(Cc2cccn2-c2ccccn2)CC1CCO (stereo not drawn)	-2	0.77	6	7	0.8	-0.4	.	6	0
Cc1cc(C)c2oc(C(=O)N(Cc3ccccc3)C3CCS(=O)(=O)C3)cc(=O)c2c1 (stereo not drawn)	2	-0.55	26	.	-2.6	-1.5	2	12	3
O=C(CCCc1ccccc1)NC1CC1	-2	0.28	-21	.	1.0	0.3	-11	6	0
O=C1OC(c2ccc(Cl)cc2)/C(=C(/O)c2ccccc2)C1=O (stereo not drawn)	5	-0.1	1	-5	0.5	0.2	-14	10	4
CCOC(=O)c1sc2nc(C)nc(Nc3ccccc3)c2c1C	-1	1	23	28	-0.4	22	-3	8	0
CCN(CCCNC(=O)Cn1cc2c(n1)CCCC2)c1cccc(C)c1	-6	-2.5	-4	-1	2.5	0.4	-7	3	-5
CSc1nsc2nc(=O)c(/C=C3\C(C)=Nc4ccc(C)cc43)c(N)n12	6	-0.85	22	-51	-1.9	1.7	2	42*	11
O=C(NCCCN1CCCC1=O)[C@H](CSCc1ccccc1)N1Cc2ccccc2C1=O	4	4.2	-3	-7	1.4	-0.3	4	14	2
CCN1CCN(Cc2cccc(Oc3ccc(Cl)cc3)c2)CC1	-10	.	-2	.	-1.3	0.0	-25	10	20
COC(=O)c1ccccc1NC(=O)CN(C)S(=O)(=O)c1ccc(OC)c(C)c1	2	.	9	5	0.1	0.2	119*	4	-4
O=C(O)c1ccc(Oc2c(C(F)(F)F)oc3cc(O)ccc3c2=O)cc1	-1	0.95	17	16	0.9	1.7	0	5	5

Some of the entries so far, with each value named.
Cc1cc(C)c2oc(C(=O)N(Cc3ccccc3)C3CCS(=O)(=O)C3)cc(=O)c2c1 (stereo not drawn)
  Thrombin inh: 2	Cl transport mod: -0.55	Hck-Nef inh: 26	Rad51 HR inh: .	TNF necrop inh: -2.6	zVAD death inh: -1.5	KLK5 inh: 2	FXIIa inh 1536: 12	FXIa inh: 3
C/C(=N\NC(=S)NC1CCCCC1)c1ccc(C)o1
  Thrombin inh: 10	Cl transport mod: 14*	Hck-Nef inh: -22	Rad51 HR inh: -4	TNF necrop inh: -0.1	zVAD death inh: 0.4	KLK5 inh: 20	FXIIa inh 1536: 14	FXIa inh: 7
CC(C)N1CCN(Cc2cccn2-c2ccccn2)CC1CCO (stereo not drawn)
  Thrombin inh: -2	Cl transport mod: 0.77	Hck-Nef inh: 6	Rad51 HR inh: 7	TNF necrop inh: 0.8	zVAD death inh: -0.4	KLK5 inh: .	FXIIa inh 1536: 6	FXIa inh: 0
COC(=O)c1ccccc1NC(=O)CN(C)S(=O)(=O)c1ccc(OC)c(C)c1
  Thrombin inh: 2	Cl transport mod: .	Hck-Nef inh: 9	Rad51 HR inh: 5	TNF necrop inh: 0.1	zVAD death inh: 0.2	KLK5 inh: 119*	FXIIa inh 1536: 4	FXIa inh: -4

The list goes on:
SMILES	Thrombin inh	Cl transport mod	Hck-Nef inh	Rad51 HR inh	TNF necrop inh	zVAD death inh	KLK5 inh	FXIIa inh 1536	FXIa inh
CCCNc1nc(C)cc(-c2cc(C(=O)NCc3ccccc3)on2)n1	8	-0.0021	16	1	1.3	-0.1	3	8	6
O=C(CNC(=O)C1CCCCC1)OCn1nnc2ccccc2c1=O	-8	-0.17	-14	1	-0.6	3.2	-2	3	-4
Cc1cc(C)n(-c2ccc(C)c(Cl)c2)n1	-9	1	4	-3	2.8	-0.3	-10	14	8
NC(=O)CN1C(=O)C2C3c4ccccc4C(c4ccccc43)C2C1=O (stereo not drawn)	-7	-0.09	0	-4	-0.1	0.6	4	14	1
COc1ccc(C2CC(=O)c3cnc(NC(=O)c4ccccc4OC)nc3C2)c(OC)c1 (stereo not drawn)	-5	0.33	2	-6	-0.5	1.1	-1	5	-2
CCOc1ccc(NC(=O)C2CCN(S(=O)(=O)c3c(C)n[nH]c3C)CC2)cc1	-5	1	-1	-5	1.1	2.5	-2	3	-4
CCOc1ccc(Br)cc1/C(C)=N\NC1=NCCN1	-1	0.51	-6	-3	-17	-0.7	-5	2	0
Cc1ccc(/C=C/C(=O)N(Cc2cccs2)C2CCS(=O)(=O)C2)cc1 (stereo not drawn)	-3	-0.051	23	.	0.0	0.8	5	10	5
CCCc1nnc(NC(=O)CCC(=O)N2CCN(S(=O)(=O)c3ccc(C)cc3)CC2)s1	-15	0.24	8	.	1.2	0.6	-3	0	-3
CCC(=O)Nc1ccc(/C(C)=N\NS(=O)(=O)c2ccc(C)cc2)cc1	3	0.73	1	10	-1.4	1.5	-16	16	4
COc1ccc(C(=O)CCC(=O)O)c(C)c1	5	.	-1	5	0.5	0.2	-16	15	-3
CCN(C(=S)NCc1ccccc1)c1ccccc1	-6	0.79	-1	.	1.0	-0.6	-3	6	-2
Cc1ccc(NC(=O)c2cccc3c2-c2ccccc2C3=O)cc1C	2	0.57	9	0	-3.4	1.1	-3	5	0
O=C(NC1(C(F)(F)F)NC(=O)N(Cc2ccco2)C1=O)c1cccnc1 (stereo not drawn)	2	-0.25	1	6	-2.4	0.0	-14	15	8
COCCn1c(C)cc(C2=NNC(=Nc3ccc(OC)cc3)SC2)c1C	5	0.54	1	-2	0.3	-0.1	2	21	24
COCCn1c(SCC(=O)NC(=O)NC(C)(C)C)nc2ccccc21	0	-0.12	10	1	2.3	-0.5	-1	11	0
CC(C)(C)OC(=O)N1CCCN(C(=O)Nc2cccc(Cl)c2)CC1	-8	0.044	4	10	1.9	0.8	-8	0	-1
COc1cc(O)c(C(CC(=O)N2CCCCC2)c2ccc(N(C)C)cc2)c(OC)c1 (stereo not drawn)	-5	1.1	21	6	2.4	-0.5	-2	6	0
O=C(NNC(=S)NCC1CCCO1)c1ccc(S(=O)(=O)N2CCOCC2)cc1 (stereo not drawn)	-7	-0.31	16	-25	-0.5	28	-1	3	-4
CCOc1ccc(N(CC(=O)Nc2ccc(C)cc2)S(=O)(=O)c2c(C)[nH]c(=O)[nH]c2=O)cc1	-4	-1.3	1	2	-1.3	-0.7	3	9	2
CCOc1ccc(C(=O)c2cccs2)cc1	7	0.67	0	11	-2.1	0.2	-14	7	5
Cn1c(=O)cc(SCC(=O)Nc2cccnc2)c2ccccc21	-1	.	0	5	-1.8	0.2	-11	-9	-9
Cc1noc(C)c1S(=O)(=O)N1CCCC(C(=O)NCCc2ccc(Cl)cc2)C1 (stereo not drawn)	-9	-0.35	0	3	-0.4	-0.4	-26	-6	2
CC1CC1C(=O)OCC(=O)Nc1cccc([N+](=O)[O-])c1 (stereo not drawn)	-6	1	21	1	1.1	0.3	-4	9	-5
Cc1[nH]c2ccccc2c1/C=N/NC(=O)c1cccc(S(=O)(=O)Nc2cccc(C(F)(F)F)c2)c1	-6	-0.5	24	5	1.2	0.8	-5	3	-4
Cc1ccc(NC(=O)CCCC(=O)O)c(Br)c1	-5	-0.0051	-1	3	0.3	3.8	15	10	1
O=C(c1ccccc1)c1n[nH]c(-c2ccccc2)cc1=O	-24	0.77	11	-4	1.4	1.7	-3	3	-9
Cc1ccccc1Cn1nc(C)c(NC(=O)C2(C)CC2(Cl)Cl)c1C (stereo not drawn)	-5	2	2	.	0.3	0.1	-13	2	-2
CCN(CC)S(=O)(=O)c1ccc(Cl)c(NC(=O)CSc2nnc(-c3cccs3)o2)c1	2	-0.33	3	-10	2.6	1.1	-19	11	-2
CCOc1cc(CN2CCC(CO)(Cc3cccc(C(F)(F)F)c3)CC2)ccc1OC	-7	-0.37	2	.	5.4	2.1	.	3	-3
O=C(Cn1cnc2ccccc2c1=O)NCCC(=O)N1CCN(c2ccccc2)CC1	-1	.	0	3	-1.5	-0.5	-9	5	6
CCOc1cc(-c2cc(-c3ccc(N)cc3)nc(N)c2C#N)ccc1O	-8	-2.8	17	-4	-14	0.6	-175	-18	-10
CC(=O)CSc1nnc(-c2ccc3c(c2)OCO3)o1	-1	1.3	-2	0	-0.7	-0.6	1	11	4
COc1cc(NC(=O)CSCc2cnn(-c3ccccc3)c2-n2cccc2)cc(OC)c1	1	.	-1	8	-0.2	0.0	-20	6	-5
COc1cc(C2CC(=O)N(CC(=O)NCC3CCCO3)c3ccccc3S2)cc(OC)c1OC (stereo not drawn)	-4	-0.059	19	6	1.2	0.6	-11	8	-2
O=C(Cc1cccs1)N1CCC(c2nc3c(nnn3Cc3ccccc3Cl)c(=O)[nH]2)CC1	2	.	1	0	-1.5	0.8	-14	9	1
CCOc1ccc(OCC(=O)c2c(O)c3ccccc3oc2=O)cc1	-1	.	0	1	-0.5	1.5	-5	13	-3
CCOC(=O)c1[nH]c2ccccc2c1NC(=O)CCN1CC(C)OC(C)C1 (stereo not drawn)	-12	0.25	-4	5	-0.4	-0.4	0	-16	-3
COc1cc(NS(=O)(=O)c2ccc(NC(=S)NC(=O)/C=C/c3ccco3)cc2)ncn1	1	-1.7	91*	-11	-0.5	1.6	-3	12	11
O=C(c1coc(=O)c2ccccc12)N1CCN(Cc2ccccc2)CC1	5	-0.12	3	.	-4.1	0.2	-6	22	4
COc1cccc(OC)c1C(=O)NC(=S)NCc1ccco1	0	0.28	4	-39	-1.1	0.2	2	13	8

Screening data from PubChem.
